Screening results: PubChem, several laboratories
KCNK3 block: human KCNK3 channel inhibition, primary screen. actives 0.84% (n = 340,000). CHO-KCNK3 thallium flux, FluxOR fluorescence; stronger effect = lower value. AID 602410. O14649. B-score at 10 µM;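 active = B-score under library mean minus 4 SD, starting fluorescence ratio at most library mean plus 5 SD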;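 note: more negative B-score means stronger inhibition of thallium flux through KCNK3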
Dyrk1A ADPGlo: Dyrk1A (rat) kinase inhibition. actives 0.43% (n = 310,000). inhibition, % at 12.5 µM. ADP-Glo luminescence, NFATc1 peptide. Q63470; in the data active = inhibition above about 50%;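 note: plate controls were vehicle with enzyme for no effect and no enzyme for full effect; many of its hits are not listed in these tables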
KCNQ1 inh: blocks the human KCNQ1 potassium channel. P51787. CHO-K1 KCNQ1, FluxOR thallium flux fluorescence; stronger effect = higher value. B-score at 10 µM. actives 1.3% (n = 310,000);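 active = compounds whose thallium flux B-score, printed positive for inhibition, exceeds three library SD while starting fluorescence stays within three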;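 note: channel opened by potassium depolarization with thallium stimulus after 20 min compound exposure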
RGS4 block: human RGS4 inhibition. AID 463165. actives 0.45% (n = 310,000). P49798. HEK293 M3R/RGS4 inducible, Fluo-4 calcium flux; stronger effect = higher value; triggered by carbachol at its EC20. B-score at 10 µM;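 active = B-score, a plate-corrected calcium signal, over three deviations above library mean, with baseline fluorescence within five deviations of library mean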;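 note: RGS4 expression induced by doxycycline in cells with stable M3 receptor; B-score is computed from the integrated fluorescence ratio over baseline after carbachol; higher B-score means a larger calcium signal and so more RGS4 inhibition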
Target sequence (P49798 whole entry, looked up): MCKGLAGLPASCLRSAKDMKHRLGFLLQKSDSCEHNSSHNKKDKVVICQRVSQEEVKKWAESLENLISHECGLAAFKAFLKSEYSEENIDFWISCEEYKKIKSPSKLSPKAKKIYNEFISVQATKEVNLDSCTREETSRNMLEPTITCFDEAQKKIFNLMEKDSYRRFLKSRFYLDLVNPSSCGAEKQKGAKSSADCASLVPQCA
PolyA inhibitor: blocks polyadenylation in yeast reporter cells; actives 0.02% (n = 300,000); S. cerevisiae SKY197-pL101 polyadenylation reporter, beta-gal luminescence; efflux-impaired pdr1/pdr3 knockout yeast; score 100 = 6 SD above DMSO; calls only at 12 µM;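 active = lowest replicate activity score at least 50, where 100 means six control SD above control mean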;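 note: yeast exposed to compound for 9 h at 30 °C; higher score means more reporter readthrough which indicates perturbed polyadenylation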
GSK3beta inhib: human GSK3beta kinase inhibition; P49841; GST-GSK3beta kinase, ADP-Glo luminescence, 60 min; stronger effect = lower value; activity score (negative = inhibition), % at 10 µM; actives 0.038% (n = 300,000);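 active = more than half of replicate wells score below -50%, meaning over 50% inhibition versus plate controls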;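 note: 0% = median DMSO wells and -100% = median GW8510 positive control wells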
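Test system – GST-tagged human GSK3beta kinase, cell-free · Incubation – 60 min enzyme reaction, room temperature · Signal – ADP-Glo luminescence · Also added – peptide substrate and ATP at 25 µM · Controls – DMSO neutral wells and GW8510 at 20 µM as positive · Buffer or medium – Tris/MgCl2 kinase buffer · Measure – Luminescence-derived activity versus plate DMSO and GW8510 wells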
KCNK9 block: inhibitors of human KCNK9 two-pore domain potassium channel | Q9NPC2 | HEK293 KCNK9, FluxOR thallium flux fluorescence; stronger effect = lower value | B-score at 10 µM | actives 1.2% (n = 310,000) | AID 488922;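 active = ratio B-score over 3 SD below the library mean, with starting fluorescence within 5 SD of its mean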;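 note: negative B-score means less thallium flux so channel inhibition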
Target sequence (Q9NPC2 whole entry, looked up, the tested form may be a part): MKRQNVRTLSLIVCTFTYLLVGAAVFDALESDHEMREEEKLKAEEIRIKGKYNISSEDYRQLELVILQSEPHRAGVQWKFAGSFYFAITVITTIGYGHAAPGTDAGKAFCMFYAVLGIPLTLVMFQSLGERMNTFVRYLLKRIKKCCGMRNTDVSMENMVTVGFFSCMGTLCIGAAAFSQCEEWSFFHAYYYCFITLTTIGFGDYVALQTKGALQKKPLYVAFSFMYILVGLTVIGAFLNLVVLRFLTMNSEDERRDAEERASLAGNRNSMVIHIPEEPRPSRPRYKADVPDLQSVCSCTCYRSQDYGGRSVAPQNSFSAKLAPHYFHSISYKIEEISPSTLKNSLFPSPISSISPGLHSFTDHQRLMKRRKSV
KCNQ1 pot: human KCNQ1 channel potentiation or activation; CHO-K1 KCNQ1, thallium flux FluxOR fluorescence; stronger effect = higher value; B-score at 10 µM; actives 0.35% (n = 310,000); AID 2648;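 active = fluorescence ratio B-score, a plate-corrected score, at least three library SD, with initial intensity B-score within 5 SD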
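System: Stable KCNQ1 CHO-K1 line | Incubation: 90 min dye loading and 20 min compound exposure, both at room temperature | Measure: Ratio B score | Medium: Assay buffer for compound exposure, DMSO matched across wells | Compound dosing: Single-concentration screen | Probe or stimulus: K+/Tl+ depolarizing stimulus | Measured by: Kinetic FluxOR fluorescence, 10 s baseline plus 110 s post-stimulus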
GSK3 alpha inh: blocks human GSK-3 alpha kinase. P49840. ADP-Glo luminescence, 60 min. inhibition, % at 10 µM. actives 0.1% (n = 320,000). AID 2650;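 in the data active = inhibition above about 50%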;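 note: GST-tagged GSK-3 alpha with peptide substrate and 25 µM ATP; 0% = DMSO neutral wells and 100% = GW8510 positive control wells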
Target sequence (P49840 whole entry, looked up): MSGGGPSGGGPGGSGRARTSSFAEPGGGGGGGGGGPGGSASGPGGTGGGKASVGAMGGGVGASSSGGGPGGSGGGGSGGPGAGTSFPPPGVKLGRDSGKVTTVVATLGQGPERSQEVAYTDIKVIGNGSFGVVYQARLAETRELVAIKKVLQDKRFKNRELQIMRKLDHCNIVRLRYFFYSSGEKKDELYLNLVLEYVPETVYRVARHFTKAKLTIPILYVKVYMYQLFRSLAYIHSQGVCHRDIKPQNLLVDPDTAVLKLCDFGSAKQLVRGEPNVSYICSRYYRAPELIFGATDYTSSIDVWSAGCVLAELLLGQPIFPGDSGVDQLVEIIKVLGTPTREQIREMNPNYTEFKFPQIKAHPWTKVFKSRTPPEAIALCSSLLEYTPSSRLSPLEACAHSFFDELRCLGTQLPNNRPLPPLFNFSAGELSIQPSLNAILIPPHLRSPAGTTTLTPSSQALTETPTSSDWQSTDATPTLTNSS
hERG protect: shields human hERG channel from block by proarrhythmic agents. Q12809. CHO-hERG, FluxOR thallium flux, dofetilide IC70 present. activation (rescue from dofetilide block), less the hit threshold, % at 10 µM. actives 0.51% (n = 310,000). AID 1511;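 active = activation above the mean of controls blocked by dofetilide plus 5 SD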;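 note: thallium influx through hERG after potassium depolarization seen as dye fluorescence rise; in these data hits start at about 4.7%; inactives centre near -7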
RGS4 act: potentiators or activators of RGS4; HEK293 M3R/inducible RGS4, carbachol calcium flux Fluo4; stronger effect = lower value; B-score at 10 µM; actives 0.92% (n = 310,000);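 active = B-score of the integrated calcium signal more than 4 SD below the library mean, with starting fluorescence not abnormally high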;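 note: negative B-score means reduced calcium response which marks RGS4 activation or potentiation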
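Detection: kinetic calcium fluorescence imaging with Fluo4-AM dye, 2 µM / Material: HEK293 cells with stable M3R and inducible RGS4 / Schedule: recording 10 s baseline at 1 Hz, 100 s post-agonist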
* = called active by the depositor; i = inactive; · = no result given. An excerpt; rates above refer to the full screens.

Order of results – KCNK3 block | Dyrk1A ADPGlo | KCNQ1 inh | RGS4 block | PolyA inhibitor | GSK3beta inhib | KCNK9 block | KCNQ1 pot | GSK3 alpha inh | hERG protect | RGS4 act
CC(=O)N1N=C(c2ccc(C)o2)CC1c1ccc(F)cc1 (stereo not drawn)
→ i | 0.3 | i | i | i | 1.1 | i | i | -1.8 | -7.1 | i
Cc1ccn2c(=O)nc(SCC(=O)N3N=C(c4cccs4)CC3c3ccc(F)cc3)nc2c1 (stereo not drawn)
→ i | 6.7 | i | i | i | -0.1 | i | i | 3.4 | -15.3 | i
COc1ccccc1OC(C)C(=O)N1CCC(Cc2ccccc2)CC1 (stereo not drawn)
→ i | -2.0 | i | i | i | · | i | i | 5.1 | -11.1 | i
NC(=O)NC(=O)CN1c2cccc3cccc(c23)S1(=O)=O
→ i | -8.1 | i | i | i | 2.7 | i | i | 9.1 | -1.6 | i
O=c1c2c(nc3n1CCCCC3)-c1ccccc1CC21CCCCC1
→ i | 8.1 | 7* | i | i | -2.9 | i | i | -1.9 | -6.1 | -15.9*
COc1cc(CN2CC(C)CC(C)C2)cc([N+](=O)[O-])c1O (stereo not drawn)
→ i | -1.6 | i | i | i | 1.2 | i | i | -1.2 | -9.9 | i
Cc1onc(C(=O)Nc2ccc(OC(F)(F)F)cc2)c1[N+](=O)[O-]
→ i | -2.5 | i | i | i | 0.1 | i | i | 0.0 | -1.8 | i
COc1ccc(N(C(=O)c2snc(C(N)=O)c2N)C(C(=O)NCc2ccccc2)c2ccc(F)cc2)c(OC)c1 (stereo not drawn)
→ i | -1.7 | i | i | i | 1.3 | i | i | 0.0 | -18.5 | i
CCOc1ccccc1NC(=O)N1CCC(c2nc3ccccc3[nH]2)CC1
→ i | -1.3 | i | i | i | -0.1 | i | i | -17.3 | -4.3 | i
CS(=O)(=O)CCC(C(=O)OCc1ccc(Br)cc1)N1C(=O)c2ccccc2C1=O (stereo not drawn)
→ i | -4.0 | i | i | i | 1.0 | i | i | 0.0 | -6.7 | i

A draw from above in order of number of heavy atoms, falling.
Order of results – KCNK3 block | Dyrk1A ADPGlo | KCNQ1 inh | RGS4 block | PolyA inhibitor | GSK3beta inhib | KCNK9 block | KCNQ1 pot | GSK3 alpha inh | hERG protect | RGS4 act
CS(=O)(=O)CCC(C(=O)OCc1ccc(Br)cc1)N1C(=O)c2ccccc2C1=O (stereo not drawn)
→ i | -4.0 | i | i | i | 1.0 | i | i | 0.0 | -6.7 | i
CCOc1ccccc1NC(=O)N1CCC(c2nc3ccccc3[nH]2)CC1
→ i | -1.3 | i | i | i | -0.1 | i | i | -17.3 | -4.3 | i
Cc1onc(C(=O)Nc2ccc(OC(F)(F)F)cc2)c1[N+](=O)[O-]
→ i | -2.5 | i | i | i | 0.1 | i | i | 0.0 | -1.8 | i

Record cards (already shown). Order of values: KCNK3 block	Dyrk1A ADPGlo	KCNQ1 inh	RGS4 block	PolyA inhibitor	GSK3beta inhib	KCNK9 block	KCNQ1 pot	GSK3 alpha inh	hERG protect	RGS4 act
Entry for NC(=O)NC(=O)CN1c2cccc3cccc(c23)S1(=O)=O : i	-8.1	i	i	i	2.7	i	i	9.1	-1.6	i
Entry for COc1cc(CN2CC(C)CC(C)C2)cc([N+](=O)[O-])c1O (stereo not drawn) : i	-1.6	i	i	i	1.2	i	i	-1.2	-9.9	i
Entry for CC(=O)N1N=C(c2ccc(C)o2)CC1c1ccc(F)cc1 (stereo not drawn) : i	0.3	i	i	i	1.1	i	i	-1.8	-7.1	i
Entry for O=c1c2c(nc3n1CCCCC3)-c1ccccc1CC21CCCCC1 : i	8.1	7*	i	i	-2.9	i	i	-1.9	-6.1	-15.9*

Next part
Order of results – KCNK3 block | Dyrk1A ADPGlo | KCNQ1 inh | RGS4 block | PolyA inhibitor | GSK3beta inhib | KCNK9 block | KCNQ1 pot | GSK3 alpha inh | hERG protect | RGS4 act
O=C(Nc1ccc(S(=O)(=O)N2CCOCC2)cc1)C1CCN(S(=O)(=O)c2ccccc2)CC1
→ i | 10.2 | i | i | i | -0.2 | i | i | · | -2.9 | i
CCn1c(SCC(=O)OC2CCCCC2)nc2ccccc2c1=O
→ i | 9.3 | i | 5.48* | i | -2.1 | i | i | -1.3 | -13.6 | i
C=CCN1C(=O)/C(=C\C=C2\N(C)c3ccccc3C2(C)C)SC1=S
→ i | 6.1 | i | i | · | 2.5 | i | i | -0.2 | -9.6 | i
ClC(CCN1CCN(Cc2ccccc2)CC1)c1ccccc1 (stereo not drawn)
→ i | -4.0 | i | i | i | 5.6 | i | i | -0.5 | -6.2 | i
O=C(O)CCCC(=O)N1N=C(c2ccco2)CC1c1ccco1 (stereo not drawn)
→ i | · | i | i | i | -1.8 | i | i | -1.2 | -6.2 | i
O=C(CN(C(=O)c1csnn1)c1ccccc1Cl)NCCc1ccccc1
→ i | 2.6 | i | i | i | 3.7 | i | i | -1.6 | -7.1 | i
CS(=O)(=O)N1CCN(c2ccc(C(=O)N3CCOCC3)cc2[N+](=O)[O-])CC1
→ i | 10.9 | i | i | i | 1.2 | i | i | 1.1 | 1.1 | i
C=CCn1c(CNC(=O)c2ccccc2F)nnc1SCC(=O)NC(C)c1ccccc1 (stereo not drawn)
→ i | -1.6 | i | i | i | 2.7 | i | i | -2.0 | -2.6 | i
Cc1ccc(S(=O)(=O)N2CCC(C(=O)Nc3ccc4c(c3)COC4=O)CC2)cc1
→ i | · | i | i | i | 1.8 | i | i | -6.0 | -2.6 | i
COc1ccc(C(=O)Nc2nc(-c3ccc([N+](=O)[O-])cc3)c(-c3ccc(OC)cc3)s2)cc1
→ i | 1.2 | i | i | i | 0.3 | i | i | -0.1 | -8.4 | i
Cc1ccc(OCC(=O)N2c3ccccc3NC(=O)C2(C)C)c([N+](=O)[O-])n1
→ i | 4.1 | i | i | i | 1.4 | i | i | -0.5 | -9.3 | i
CCc1ccc(C(CC(=O)c2ccc(Cl)cc2)C(=O)O)cc1 (stereo not drawn)
→ i | 2.1 | i | i | i | 5.8 | i | i | -7.1 | -13.8 | i
Cc1cccc(C(=O)NCC2CCCO2)c1 (stereo not drawn)
→ i | -5.0 | i | i | i | 0.1 | i | i | -2.6 | -9.8 | i
CC(C)(C)C(=O)Cn1c[n+](N)cn1
→ i | -3.7 | i | i | i | -1.6 | i | i | -1.8 | -7.8 | i
CCOC(=O)c1sc(/N=C/c2ccc(O)cc2O)cc1C
→ i | 2.1 | i | i | i | 0.9 | i | i | 2.6 | -5.8 | i
COC(=O)C1CCCCN1C(=O)CCc1nnc(CCc2c[nH]c3ccccc23)o1 (stereo not drawn)
→ i | 3.3 | i | i | i | 0.3 | i | i | · | -11.5 | i
CCc1nc2ccccc2n1CC1CC1(Cl)Cl (stereo not drawn)
→ i | -3.5 | i | i | i | -0.3 | i | i | -0.9 | -8.5 | i
CCCCCCOc1ccc(C(=O)O)cc1C#N
→ i | 2.9 | i | i | i | 3.4 | i | i | -2.9 | -1.9 | i
CSc1nc(-c2ccccc2)nc2c1COC(C)(C)C2
→ i | 2.1 | i | i | i | -1.8 | i | i | -1.8 | -0.9 | i
Cc1ccc(C)c(N2CN(Cc3cccnc3)CNC2=S)c1
→ i | -1.7 | i | i | i | 0.1 | i | i | -0.4 | -7.3 | i
c1ccc(-n2nnc(-c3cccnc3)n2)cc1
→ i | -6.5 | i | i | i | -0.6 | i | i | -1.5 | -2.2 | i
CC1CN(C(=O)c2cc3cc([N+](=O)[O-])ccc3s2)CC(C)O1 (stereo not drawn)
→ i | -2.7 | i | i | i | 0.4 | i | i | -2.5 | -22.4 | i
CC(O)CNc1nc2ccccc2n1CC(=O)NCCc1ccc(Cl)cc1 (stereo not drawn)
→ i | 0.5 | i | i | i | 1.6 | i | i | -13.8 | -6.5 | i
CC(=O)N1CCCc2ccccc21
→ i | -0.9 | i | i | i | -2.8 | i | i | -2.3 | -6.4 | i
CC(=O)c1cccc(NC(=O)N2CCC(NC(=O)C34CC5CC(CC(C5)C3)C4)CC2)c1
→ i | 4.9 | i | i | i | 2.3 | i | i | -0.5 | -13.4 | i
COc1ccc(Nc2cc(C(=O)NCCCOC(C)C)c3ccccc3n2)c(OC)c1
→ i | 11.3 | i | i | i | -4.1 | i | i | -1.6 | -8.2 | i
Cc1cc(OCc2cc(C(=O)NCc3csc(C(C)C)n3)no2)cc(C)c1Cl
→ i | -1.1 | i | i | i | 3.5 | i | i | -0.9 | -9.3 | i
Cc1ccc2nc3c(cc2c1)c(C)nn3-c1ccccc1
→ i | 9.4 | i | i | i | 0.3 | i | i | -1.6 | -5.7 | i
COc1ccc(-c2noc(CCC(=O)NCC3CCCO3)n2)cc1OC (stereo not drawn)
→ i | 3.4 | i | i | i | 2.0 | i | i | -5.3 | -5.0 | i
CNC(=O)c1ccccc1NC(=O)c1cccc(S(=O)(=O)N2CCC(C)CC2)c1
→ i | 1.6 | i | i | i | -30.1 | i | i | · | -13.8 | i
O=C(NNC(=O)c1cc(-c2ccco2)nc2ccccc12)c1ccccc1
→ i | 11.6 | i | i | i | -3.4 | i | i | -0.9 | -13.2 | i
Cc1[nH]nc2c1C(c1ccc3c(c1)OCO3)C(C#N)=C(N)O2 (stereo not drawn)
→ i | 0.0 | i | i | i | -4.9 | i | i | 5.3 | -5.7 | i
CC(C)n1cc(/C=C/c2cc[n+](C)cc2)c2ccccc21
→ i | 3.6 | i | i | i | -2.8 | i | i | · | -36.1 | i
O=C(/C=C/c1ccc(F)cc1)N1CCN(S(=O)(=O)/C=C/c2ccccc2)CC1
→ i | -1.9 | i | i | i | 0.6 | i | i | 0.0 | 0.3 | i
CC1CCN(CCNC(=O)C2CCCN(S(=O)(=O)c3cccc4nsnc34)C2)CC1 (stereo not drawn)
→ i | 2.0 | i | i | i | 1.4 | i | i | 0.2 | -5.0 | i
CCn1c(SC)nnc1-c1sc2cc(Cl)ccc2c1Cl
→ i | 2.7 | i | i | i | -0.1 | -11.1* | i | 0.1 | -12.0 | i
Cc1ccc(S(=O)(=O)O/N=C2\CCCc3ccccc32)cc1
→ i | -2.3 | i | i | i | 2.2 | i | i | -3.1 | -3.0 | i
CCc1noc(C)c1C(=O)N1CCCC(N2CCN(c3ccccc3F)CC2)C1 (stereo not drawn)
→ i | -5.8 | i | i | i | 2.4 | i | i | -1.4 | -1.7 | i
